# ER stress rescue – protection against thapsigargin-triggered cell killing – 384-well, CSM14.1, ATP luminescence, primary screen (AID 1222) | CSM14.1 thapsigargin-induced death rescue, ATP luminescence; higher % means a stronger effect | cellular ATP content (survival), % at 20 µM; hits with a dose series show EC50 in µM | 190,000 tested, under 10 active;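 active means EC50 below 50 µM in the dose-response confirmation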;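 further: death triggered by thapsigargin at about 15 µM added after 2 h compound pretreatment; cell ATP read after overnight thapsigargin exposure of roughly 18 to 22 hours; normalized against plate controls of thapsigargin alone and 5% DMSO vehicle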
# LYP inhibition – inhibitors of LYP phosphatase, biochemical, fluorescence intensity, uHTS (AID 1779); inhibition, % at 11.5 µM, or IC50 in µM where a hit was titrated; 290,000 tested, 0.054% active; recombinant LYP phosphatase, fluorescence intensity; higher % means a stronger effect; in the data active means inhibition above about 50%;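 further: plate controls were vehicle with enzyme for no effect and no enzyme for full effect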
# GPR35 antagonists – GPR35 antagonists blocking zaprinast-driven arrestin recruitment, primary screen, imaging, U2OS, beta-arrestin-GFP, zaprinast agonist (AID 2058); U2OS GPR35 beta-arrestin-GFP translocation imaging, zaprinast antagonism; higher % means a stronger effect; one-dose inhibition, % at 10 µM; IC50 in µM for titrated hits; 290,000 tested, 0.052% active;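 active means inhibition of at least 50% with at least 30 cells and total cytoplasm GFP at most 10,000,000; inconclusive means under 30 cells or total GFP of 10,000,000 plus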
# SV40 large T antigen – SV40 large T antigen inhibitors, biochemical (AID 1903); SV40 large T antigen ATPase/helicase inhibition assay; higher % means a stronger effect; inhibition, % at 20 µM, or IC50 in µM where a hit was titrated; 310,000 tested, 0.39% active; in the data active means a potency from the dose series; inconclusive means inhibition mostly from about 32% at the one dose, without a potency; inactive means the rest, 99 in 100 with inhibition below about 32%; further: strong numbers were not always called active
# RSV antiviral HEp-2 – inhibition of RSV-induced cytopathic effect – HEp-2 cells, primary 10 µM value included (AID 2391) | HEp-2 cells, RSV-induced CPE inhibition; higher % means a stronger effect | one-dose CPE inhibition, % at 10 µM; IC50 in µM for titrated hits | 310,000 tested, 0.13% active; in the data active means a potency from the dose series; inconclusive means CPE inhibition mostly from about 23% at the one dose, without a potency; inactive means the rest, 99 in 100 with CPE inhibition below about 21%; further: strong numbers were not always called active
# MgcRacGAP inhibition – MgcRacGAP GTPase-activating activity inhibitors, confirmation, biochemical, ADP Hunter fluorescence. inhibition, % at 30 µM, or IC50 in µM where a hit was titrated. AID 624330. MgcRacGAP-stimulated Rac1 GTP hydrolysis, ADP Hunter fluorescence; higher % means a stronger effect; GST-tagged Rac1 F28L mutant substrate. 340,000 tested, 0.6% active;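 active means first-screen hits whose inhibition reached a set limit at any dose in the follow-up dose series; inconclusive means inhibition above the set first-screen limit but never retested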;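 further: fluorescence reports GDP produced by GAP-driven GTP hydrolysis; strong numbers were not always called active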
# Dengue-2 NS5 capping – Dengue-2 NS5 methyltransferase inhibitors, primary screen, biochemical, confirmation dose response (AID 588689); Dengue-2 NS5 methyltransferase capping enzyme assay, biochemical; higher % means a stronger effect; inhibition, % at 25 µM; hits with a dose series show IC50 in µM; 340,000 tested, 0.3% active; in the data active means a potency from the dose series; inconclusive means inhibition above about 29% without an active follow-up result
# West Nile virus CPE – inhibition of WNV-induced cytopathic effect – cell-based, CPE readout (AID 1621) | West Nile virus-infected cells, CPE inhibition; higher % means a stronger effect | one-dose CPE inhibition, % at 10 µM; IC50 in µM for titrated hits | 290,000 tested, 0.02% active; in the data active means a potency from the dose series; inconclusive means CPE inhibition mostly from about 3.7% at the one dose, without a potency; inactive means the rest, 99 in 100 with CPE inhibition below about 2.2%; further: strong numbers were not always called active
# Salmonella PhoP GFP – inhibitors of PhoP regulon expression, primary screen, Salmonella Typhimurium, GFP reporter (AID 1863). 300,000 tested, 0.16% active. S. Typhimurium PhoP-regulated promoter GFP reporter, 4 h; higher % means a stronger effect. inhibition, % at 50 µM; hits with a dose series show IC50 in µM;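 active means inhibition over 29.93%, a cutoff 3 SD above the screen mean, later confirmed by dose response; inconclusive means inhibition over 29.93% but no dose response follow-up; inactive means inhibition at most 29.93% or unconfirmed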;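 further: 0% = low Mg2+ inducing control and 100% = high Mg2+ repressing control; strong numbers were not always called active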
# Active calls of the source: *; ? = inconclusive; · = not tested or not shown.
SMILES,ER stress rescue,LYP inhibition,GPR35 antagonists,SV40 large T antigen,RSV antiviral HEp-2,MgcRacGAP inhibition,Dengue-2 NS5 capping,West Nile virus CPE,Salmonella PhoP GFP
COc1ccc(-n2nc3c(c2NC(=O)CC(C)C)CS(=O)C3)cc1 (centres undefined),·,-9%,-14%,-9%,2.0%,11%,-1%,0.1%,-6%
COC(=O)c1ccc(SC)cn1,0.0%,-6%,-2%,7%,0.1%,6%,-1%,-0.1%,-9%
O=S(=O)(Nc1ccc(S(=O)(=O)N2CCCCC2)cc1)c1ccc(Br)s1,-2.9%,4%,-2%,13%,5.6%,8%,9%,0.8%,-3%
CCO[C@H]1OC(C(=O)N2CCN(Cc3ccc4c(c3)OCO4)CC2)=C[C@@H](c2ccc3c(c2)OCO3)[C@@H]1CCCO,2.2%,-4%,-8%,5%,1.7%,6%,1%,-0.2%,-1%
CC1(C)N=C(N)NC(Nc2cccc(Br)c2)=N1,-0.9%,-9%,5%,12%,0.3%,7%,6%,-0.6%,19%
NNC(=O)C1CCCn2c1nc1sc3c(c1c2=O)CCCC3 (centres undefined),0.5%,-5%,6%,0%,1.8%,3%,1%,-0.1%,-4%
O=C(O)c1cc(-c2ccc(Cl)cc2)n(-c2ccccc2)n1,·,-4%,6%,9%,-0.4%,3%,-2%,·,4%
CCCS(=O)(=O)c1c(S(=O)(=O)CCC)c2cc(-c3ccncc3)ccn2c1C(=O)OC,1.1%,-10%,5%,28%,-0.3%,5%,-3%,0.5%,-7%
O=C(CN1CCOCC1)N1c2ccccc2Sc2ccccc21,·,-10%,-3%,6%,1.6%,6%,-5%,-0.6%,-5%
Nc1nnc(-c2ccco2)s1,-3.4%,0%,-3%,8%,2.0%,12%,3%,-0.2%,-16%
Cc1ccc(NC(=O)c2ccc(CNc3c(N4CCOCC4)c(=O)c3=O)cc2)cc1,-0.4%,-2%,6%,2%,1.5%,13%,0%,·,-89%
N#C/C(=C\c1cccc(NC(=O)c2ccccc2Cl)c1)C(=O)NCCc1ccccc1,-5.4%,10%,-18%,3%,41%,11%,-31%,?,-8%
CCCC(=O)NC(=S)Nc1ccc(NC(=O)C(C)C)c(OC)c1,-0.1%,-4%,-6%,20%,1.2%,2%,0%,-0.8%,9%
CNC(=O)COc1ccc(Cl)c2cccnc12,3.1%,3%,12%,2%,-1.6%,7%,-12%,0.1%,3%
COCC(=O)Nc1cccc(-c2ccc3nncn3n2)c1,·,-8%,-1%,13%,1.4%,-4%,1%,0.2%,-2%
Cc1ccc(CNC(=O)CCNS(=O)(=O)c2cccs2)cc1,-3.4%,-4%,-2%,11%,0.6%,8%,-4%,0.0%,7%
CN(CCOc1ccccc1)c1ccc(S(=O)(=O)N2CCCCC2)cn1,2.4%,-2%,27%,-2%,4.6%,9%,-7%,-0.1%,0%
Cc1nnc(NC(=O)c2nn(CC(C)C)c(=O)c3ccccc23)s1,-0.3%,-3%,5%,0%,2.4%,6%,-1%,0.7%,1%
Cc1cc(Cl)c(OCCCNCc2ccccc2)c(Br)c1,-1.5%,1%,16%,-2%,20%,30%,-7%,-1.2%,14%
COc1ccccc1-n1c(-c2ccccc2)n[nH]c1=S,-1.5%,-5%,-9%,8%,3.3%,5%,-1%,0.4%,-2%
COc1ccc(N2CCN(C(=O)CN(C)S(=O)(=O)c3ccc4c(c3)c(=O)n(C)c(=O)n4C)CC2)cc1,2.6%,-5%,-8%,19%,8.8%,20%,-1%,-0.8%,1%
Cc1ccccc1CN1CCN(S(=O)(=O)c2cccs2)CC1,-0.9%,-1%,4%,7%,4.3%,0%,1%,-1.3%,-4%
Oc1c(CN2CCN(c3ccccn3)CC2)cc(Cl)c2cccnc12,-2.1%,-3%,-2%,-13%,-0.8%,8%,2%,?,20%
CCOC(=O)c1c(NC(=O)c2c(-c3ccccc3)noc2C)sc(C)c1-c1ccccc1,2.7%,-7%,-9%,-3%,?,0%,-7%,?,2%
O=C(Nc1ccc(OCC(F)(F)C(F)F)cc1)c1ccncc1,-0.8%,-5%,1%,21%,2.2%,-8%,-7%,-1.3%,-4%
CCCNC(=O)C1CC(=O)N(c2ccc(OCc3ccc(F)cc3)cc2)C1 (centres undefined),·,-4%,8%,1%,3.9%,-12%,5%,-0.9%,-1%
C=C(C)Cn1c(N2CCN(c3ccc(OC)cc3)CC2)nc2c1c(=O)n(C)c(=O)n2C,3.2%,1%,-9%,11%,4.5%,23%,0%,-1.1%,-4%
O=C(CC(=O)N/N=C/c1cccs1)NCc1ccccc1,5.0%,-4%,7%,11%,-1.5%,7%,-5%,0.1%,0%
CN1C(=O)NC(c2cccc([N+](=O)[O-])c2)C2=C1CCCC2=O (centres undefined),·,2%,-13%,6%,0.9%,8%,-3%,-0.2%,1%
COc1ccc(N2CCN(CC(O)COc3ccc4c(c3)CCC4)CC2)cc1 (centres undefined),-0.3%,1%,1%,11%,4.3%,11%,-8%,-0.8%,2%

# The closing 2 records of the section above open the next one.
SMILES,ER stress rescue,LYP inhibition,GPR35 antagonists,SV40 large T antigen,RSV antiviral HEp-2,MgcRacGAP inhibition,Dengue-2 NS5 capping,West Nile virus CPE,Salmonella PhoP GFP
CN1C(=O)NC(c2cccc([N+](=O)[O-])c2)C2=C1CCCC2=O (centres undefined),·,2%,-13%,6%,0.9%,8%,-3%,-0.2%,1%
COc1ccc(N2CCN(CC(O)COc3ccc4c(c3)CCC4)CC2)cc1 (centres undefined),-0.3%,1%,1%,11%,4.3%,11%,-8%,-0.8%,2%
O=C(NCc1ccccc1)c1ccc(S(=O)(=O)N2CCCC2)cc1,0.7%,-4%,-3%,4%,1.0%,5%,-5%,?,9%
O=C(NCCc1ccccc1)C(=O)NCC1OCCN1S(=O)(=O)c1ccc([N+](=O)[O-])cc1 (centres undefined),-13%,-3%,-12%,2%,7.2%,10%,-13%,-1.4%,-2%
O=S(=O)(NCc1csc(-c2cccs2)n1)c1ccc(Cl)cc1,·,-4%,5%,9%,1.3%,1%,-11%,-0.9%,-1%
O=C(Oc1ccccc1)c1cccc2cccc(C(=O)Oc3ccccc3)c12,·,-2%,-16%,-1%,·,·,·,0.0%,-6%
c1cc(C2OCCN2CC2COC3(CCCC3)O2)ccn1 (centres undefined),5.3%,-3%,8%,-12%,-0.4%,-3%,-10%,0.2%,0%
CC1CC(C)CN(C(=O)CCS(=O)(=O)c2ccc3c(c2)NC(=O)CS3)C1 (centres undefined),·,6%,2%,8%,1.5%,7%,-5%,0.6%,-6%
COc1ccc(F)cc1S(=O)(=O)Nc1cc2c3c(c1)CCC(=O)N3CCC2,·,·,·,11%,0.0%,4%,-1%,·,-2%
CCOC(=O)c1cn2nc(-c3ccc(OCC)cc3)cc2nc1C1CCN(C(=O)OC(C)(C)C)CC1,1.1%,-2%,-2%,9%,1.1%,5%,-6%,-0.5%,-4%
CC(C)(C)c1ccc(-c2cc(N)n[nH]2)cc1,-3.6%,-12%,2%,6%,4.0%,3%,11%,-0.1%,0%
Cc1cc(C(=O)CCl)c(C)n1-c1ccon1,-1.4%,-3%,0%,9%,·,-35%,2%,-0.4%,7%
CCOC(=O)C1CCCN(C(=S)NC(=O)/C=C/c2ccc(F)cc2)C1 (centres undefined),·,-5%,3%,7%,2.2%,3%,-9%,0.2%,0%
O=C(c1ccc(Cl)cc1)N1CCC(c2nc(-c3cccs3)no2)CC1,1.3%,0%,-9%,6%,1.2%,5%,-4%,-0.2%,-10%
O=C(NCc1ccccc1C(F)(F)F)C1CC(O)CN1C(=O)Nc1ccccc1 (centres undefined),·,-7%,-3%,1%,1.6%,8%,-15%,-0.2%,-4%
COc1ccc(CNC(=O)C23CN(Cc4ccccc4)CC2C(c2ccc([N+](=O)[O-])cc2)=NO3)cc1 (centres undefined),-0.4%,6%,19%,14%,3.8%,8%,-4%,-0.4%,-9%
Cc1ccc(NS(=O)(=O)c2cccc3cccnc23)c(Br)c1,·,-5%,10%,-4%,7.4%,2%,-2%,-0.7%,6%
CCCCOC(=O)/C=C\C(=O)NC(N)=O,·,-3%,4%,13%,1.9%,9%,1%,-0.3%,-12%
O=C(c1ccc(Cl)s1)N1CCc2ccccc21,-0.6%,-8%,8%,3%,12%,12%,-1%,-0.1%,5%
O=C(CSc1nnc(NC2CCCCC2)s1)NCc1ccco1,-0.5%,-6%,3%,6%,1.3%,-10%,-11%,-0.6%,-3%
O=C(Nn1c(C2CCC2)nc2ccccc2c1=O)c1cccs1,0.3%,-3%,-11%,14%,1.1%,4%,-2%,-0.4%,-1%
O=C(NCCn1cccn1)C1CCC(=O)N(CC2CCCCC2)C1 (centres undefined),·,-6%,-2%,10%,0.5%,9%,1%,-0.3%,-7%
CCn1c(SCC(=O)NCC2CCCO2)nc2c(c1=O)SCC2 (centres undefined),·,-9%,2%,-62%,2.0%,8%,-3%,-0.3%,8%
Cc1ccc(SC(C)C(=O)NC2CC2)cc1 (centres undefined),·,-10%,-13%,10%,2.4%,3%,-3%,-0.1%,-2%

# Part of the list above in order of SMILES length, rising:
SMILES,ER stress rescue,LYP inhibition,GPR35 antagonists,SV40 large T antigen,RSV antiviral HEp-2,MgcRacGAP inhibition,Dengue-2 NS5 capping,West Nile virus CPE,Salmonella PhoP GFP
Cc1ccc(SC(C)C(=O)NC2CC2)cc1 (centres undefined),·,-10%,-13%,10%,2.4%,3%,-3%,-0.1%,-2%
O=C(c1ccc(Cl)s1)N1CCc2ccccc21,-0.6%,-8%,8%,3%,12%,12%,-1%,-0.1%,5%
CC(C)(C)c1ccc(-c2cc(N)n[nH]2)cc1,-3.6%,-12%,2%,6%,4.0%,3%,11%,-0.1%,0%
O=C(CSc1nnc(NC2CCCCC2)s1)NCc1ccco1,-0.5%,-6%,3%,6%,1.3%,-10%,-11%,-0.6%,-3%
CCn1c(SCC(=O)NCC2CCCO2)nc2c(c1=O)SCC2 (centres undefined),·,-9%,2%,-62%,2.0%,8%,-3%,-0.3%,8%
O=C(NCCn1cccn1)C1CCC(=O)N(CC2CCCCC2)C1 (centres undefined),·,-6%,-2%,10%,0.5%,9%,1%,-0.3%,-7%
Cc1ccc(NS(=O)(=O)c2cccc3cccnc23)c(Br)c1,·,-5%,10%,-4%,7.4%,2%,-2%,-0.7%,6%
O=C(c1ccc(Cl)cc1)N1CCC(c2nc(-c3cccs3)no2)CC1,1.3%,0%,-9%,6%,1.2%,5%,-4%,-0.2%,-10%
CCOC(=O)C1CCCN(C(=S)NC(=O)/C=C/c2ccc(F)cc2)C1 (centres undefined),·,-5%,3%,7%,2.2%,3%,-9%,0.2%,0%
O=C(NCc1ccccc1C(F)(F)F)C1CC(O)CN1C(=O)Nc1ccccc1 (centres undefined),·,-7%,-3%,1%,1.6%,8%,-15%,-0.2%,-4%
COc1ccc(CNC(=O)C23CN(Cc4ccccc4)CC2C(c2ccc([N+](=O)[O-])cc2)=NO3)cc1 (centres undefined),-0.4%,6%,19%,14%,3.8%,8%,-4%,-0.4%,-9%

# From PubChem BioAssay
